# Assay outcomes as filed in PubChem BioAssay.
# FUS suppressor: qHTS for Suppressors of FUS Proteinopathy: Primary screen using FUS-linked yeast assay; Potency, µM (top dose mostly 76.6 µM), for inactives: at the highest dose growth rescue (activation), hits mostly activators; S. cerevisiae FUS-expressing, growth rescue, OD600, 24 h; hit rate 0.24% among 390,000;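 further: potency means the concentration at half of the fitted maximal effect; plate controls were DMSO vehicle for no effect and reference control for full effect; nearly all actives have a fitted effect of over 55% in size; some results filed as inactive show a strong effect at the top dose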
#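 Read-out: OD at 600 nm after 24hr at 30C, reporting rescue of FUS-induced yeast toxicity. Cells at OD 0.005 in galactose (2%) minimal medium; compounds tested in a dilution series; CP55940 titration from 92uM final as control.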
# PLK1 PBD block: qHTS for Inhibitors of PLK1-PDB (polo-like kinase 1 - polo-box domain): Primary Screen; hit rate 2.8% among 360,000; Serine/threonine-protein kinase PLK1 (Homo sapiens), P53350; Potency, µM, inactives show max response, negative = inhibition, hits mostly inhibitors; Plk1 PBD binding of FITC phosphopeptide, fluorescence polarization; AID 720504, 2013; further: potency means the concentration at half of the fitted maximal effect; series mostly up to about 57 µM; on the % scale 0 is the no-effect control and ±100 the full control effect; nearly all actives have a fitted effect of over 65% in size
# aSyn rescue: qHTS of alpha-syn Inhibitors | Yeast expressing alpha-synuclein, growth rescue, BacTiter-Glo, 24 h | Potency, µM (titrated, usually from 46.1 µM), without a hit: at the highest dose growth rescue (activation), actives largely listed as activators | hit rate 0.14% among 370,000 | AID 652106, 2013; further: potency means the concentration at half of the fitted maximal effect; % of control where 0% means no effect; nearly all actives have a fitted effect of over 65% in size
#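 Rescue of yeast growth: cells expressing toxic alpha-synuclein, induced in galactose at OD600 0.02, incubated with compound 24 h at 30 C. ATP luminescence quantified growth; inhibitors of toxicity appear as activators.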
# IL-2 act: qHTS of IL-2 Activators; activation, % (series mostly up to about 46 µM); hit rate 0.065% among 360,000; IL-2 activation reporter assay, cell-based qHTS; stimulated with anti-CD3/CD4/CD28 beads; in transgenic mouse T cells; AID 652025, 2013; in the data active means activation above about 50%; inconclusive means mostly about 30% to 49%; further: 0% is about no effect
#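 Readout: EGFP and DsRed signals by fluorescent plate cytometry. Unstimulated transgenic mouse T cells received compound 60 min before antibody-bead stimulation, then incubated 18 h at 37 degrees C.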
# EPAC1 antag: qHTS for Antagonist of cAMP-regulated guanine nucleotide exchange factor 3 (EPAC1): primary screen; Rap guanine nucleotide exchange factor 3 (Homo sapiens), O95398; hit rate 0.14% among 360,000; Potency, µM (highest dose often 115 µM), for the others: top-dose activity change, negative = inhibition, usual class: inhibitors; EPAC1 GEF assay, Rap1b-BODIPY-GDP exchange fluorescence;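 further: potency means the concentration at half of the fitted maximal effect; plate controls were vehicle for no effect and positive control for full effect; nearly all actives have a fitted effect of over 50% in size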
# PI5P4Ka inh: qHTS for Inhibitors of phosphatidylinositol 5-phosphate 4-kinase (PI5P4K). AID 652105, 2013. PI5P4Kalpha enzyme, ADP-Glo luminescence, 60 min; hits give low values. Phosphatidylinositol 5-phosphate 4-kinase type-2 alpha (Homo sapiens), P48426. hit rate 1.2% among 330,000. max response, %; active means max response of -50% or lower; inconclusive means between -30% and -50%; inactive means -30% or higher; further: value at the top dose of about 77 µM; on the % scale 0 is the no-effect control and ±100 the full control effect
#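 ADP-Glo luminescence end-point read after a 60 min room-temperature kinase reaction of PI5P4Kalpha plus substrate, initiated with ATP at 5 microM final. Buffer: 0.038 M HEPES pH 7.4, EGTA, 0.1% CHAPS, 5% DMSO.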
# EPAC1 agonist: qHTS for Agonist of cAMP-regulated guanine nucleotide exchange factor 3 (EPAC1): primary screen | EPAC1 agonist qHTS, biochemical assay; response scale: 100% = response to 6.5 mM cAMP | hit rate 0.073% among 360,000 | Rap guanine nucleotide exchange factor 3 (Homo sapiens), O95398 | Potency, µM (titrated, usually from 154 µM), for inactives: at the top dose activation, actives largely listed as activators | AID 720707, 2013; further: potency means the concentration at half of the fitted maximal effect; nearly all actives have a fitted effect of over 60% in size
#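 Nucleotide exchange assay: 100 nM EPAC1 with 250 nM Rap1B loaded with BODIPY-GDP and 50 uM GDP, room temperature. Fluorescence (480/540 nm) read every 5 min for 30 min; signal change normalized to 6.5 mM cAMP as full agonist.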
# Abeta rescue: qHTS for compounds that reverse cellular toxicity of Amyloid beta (A-beta) peptide in yeast: Primary Screen. yeast expressing A-beta42, growth rescue, OD600, 48 h; response scale: 0% DMSO, 100% iron-clioquinol control. Potency, µM (series often up to 46.1 µM), inactives show at the top dose growth rescue, actives largely listed as activators. hit rate 0.063% among 410,000. AID 1347071, 2019; further: potency means the concentration at half of the fitted maximal effect; nearly all actives have a fitted effect of over 55% in size
#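 Growth rescue measured by 600 nm absorbance after 48 h yeast culture at 30 C with compound. Values normalized between DMSO and an equimolar ferric chloride plus clioquinol control.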
# WRN inhibitor: qHTS for Inhibitors of WRN Helicase | hit rate 0.46% among 360,000 | Potency, µM (titrated, usually from 114 µM), inactives show at the top dose activity change, negative = inhibition, most hits filed as inhibitors | AID 651768, 2012 | WRN helicase unwinding, fluorescent forked duplex, kinetic | Bifunctional 3'-5' exonuclease/ATP-dependent helicase WRN (Homo sapiens), Q14191; further: potency means the concentration at half of the fitted maximal effect; on the % scale 0 is the no-effect control and ±100 the full control effect; nearly all actives have a fitted effect of over 55% in size
# Target sequence (Q14191 whole entry, looked up): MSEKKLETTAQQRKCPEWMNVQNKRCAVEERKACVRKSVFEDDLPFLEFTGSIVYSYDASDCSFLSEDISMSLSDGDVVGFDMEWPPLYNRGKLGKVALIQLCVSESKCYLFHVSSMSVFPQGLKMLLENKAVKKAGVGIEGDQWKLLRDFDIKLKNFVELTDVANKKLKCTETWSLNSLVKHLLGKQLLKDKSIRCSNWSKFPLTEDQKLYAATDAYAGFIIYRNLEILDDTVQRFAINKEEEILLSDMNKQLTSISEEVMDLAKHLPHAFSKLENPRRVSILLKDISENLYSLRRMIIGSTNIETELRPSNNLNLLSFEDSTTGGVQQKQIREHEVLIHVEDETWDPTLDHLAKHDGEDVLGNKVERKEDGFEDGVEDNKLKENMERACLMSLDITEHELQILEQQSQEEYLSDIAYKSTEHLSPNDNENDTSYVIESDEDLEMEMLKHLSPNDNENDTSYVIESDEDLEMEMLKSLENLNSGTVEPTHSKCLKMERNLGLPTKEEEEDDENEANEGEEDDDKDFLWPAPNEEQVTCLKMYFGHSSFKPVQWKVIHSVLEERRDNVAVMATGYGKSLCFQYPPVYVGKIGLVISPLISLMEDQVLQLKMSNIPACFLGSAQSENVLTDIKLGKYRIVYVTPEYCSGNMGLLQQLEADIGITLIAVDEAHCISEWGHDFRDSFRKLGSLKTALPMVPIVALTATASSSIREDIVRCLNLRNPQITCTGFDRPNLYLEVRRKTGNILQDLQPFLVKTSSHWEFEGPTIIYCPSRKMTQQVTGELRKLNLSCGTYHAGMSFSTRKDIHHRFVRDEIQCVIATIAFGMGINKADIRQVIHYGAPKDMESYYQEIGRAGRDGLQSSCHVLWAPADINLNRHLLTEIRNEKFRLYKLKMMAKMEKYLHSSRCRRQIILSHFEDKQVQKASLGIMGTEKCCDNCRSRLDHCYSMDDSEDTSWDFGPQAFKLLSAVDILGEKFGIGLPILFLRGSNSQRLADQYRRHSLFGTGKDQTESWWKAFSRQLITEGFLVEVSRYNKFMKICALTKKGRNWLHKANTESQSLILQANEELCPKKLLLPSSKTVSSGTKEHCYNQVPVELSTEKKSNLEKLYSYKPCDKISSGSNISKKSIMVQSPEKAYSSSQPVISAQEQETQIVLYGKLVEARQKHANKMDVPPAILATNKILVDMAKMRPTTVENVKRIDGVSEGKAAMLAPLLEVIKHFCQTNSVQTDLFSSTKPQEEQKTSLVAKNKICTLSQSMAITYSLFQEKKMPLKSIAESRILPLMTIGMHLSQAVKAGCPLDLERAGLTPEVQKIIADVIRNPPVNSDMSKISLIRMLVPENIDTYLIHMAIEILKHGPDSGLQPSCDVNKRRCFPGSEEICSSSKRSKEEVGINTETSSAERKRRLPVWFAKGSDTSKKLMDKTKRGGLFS
#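 Fluorescence dequenching readout, ex 525 nm/em 598 nm, kinetic mode: forked duplex DNA (100 nM final) with adjacent fluorophore and quencher unwound by WRN (20 nM final) with 2 mM ATP. Compound preincubation 15 min, room temperature.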
# * = called active by the depositor; ? = inconclusive; · = no result given; [ ] = another dose, or the depositor's remark. Unless noted, the call rests on the fitted dose curve; in most records, active means well fitted curve in the direction sought with a large enough effect; inconclusive means small, poorly fitted or top-dose-only effect, or another doubt; inactive means no such curve, though single readings can be large; an effect the other way counts as inactive or inconclusive.
SMILES,FUS suppressor,PLK1 PBD block,aSyn rescue,IL-2 act,EPAC1 antag,PI5P4Ka inh,EPAC1 agonist,Abeta rescue,WRN inhibitor
CC1=C(C(=O)Nc2ccccc2C)C(c2cccs2)NC(=S)N1 (stereo not drawn),·,-19%,7%,0.3,-3%,1,5%,1%,10%
CC(=O)Nc1ccc(S(=O)(=O)/N=C2/NC(=O)/C(=C\c3ccco3)S2)cc1,23%,?,1%,1.3,?,2,-2%,-25%,-2%[11.6 µM]
CC1(C)C2CC=C(/C=N/NC(=O)c3ccc(Cl)cc3)C1C2 (stereo not drawn),·,0%,2%,1.0,-13%,4,-7%,11%,-2%
Clc1ccc(-c2nnc(-c3cccc4ccccc34)o2)cc1Cl,-15%,1%,0%,-1.4,-1%,8,7%,-12%,-6%
NC(=O)CCn1nc(-c2ccc(Cl)cc2)c2ccccc2c1=O,-6%,-17%,7%,-1.3,-26%,3,7%,-5%,4%
CN(Cc1ccccc1)C(=O)Nc1c(Cl)cccc1Cl,-8%,-21%,-1%,0.0,-3%,1,-1%,1%,6%[57.1 µM]
C=CCn1cc(/C=C/c2cc[n+](C)cc2)c2ccccc21,-18%,35%[activator],-5%,457*,43%[activator],3,?,-11%,-15%
O=C(NC1CCCc2c1cnn2-c1ccc(F)cc1F)c1ccccc1N1CCOCC1 (stereo not drawn),·,-7%,-3%,-3.7,0%,4,-1%,-54%[inhibitor],-20%
COCCNC(=O)/C(C#N)=C/c1cc(C)n(C2CCCCC2)c1C,5%,-5%,1%,0.0,-5%,-1,-10%,-1%,11%[57.1 µM]
COc1ccc(CN(C)C(=O)C2CC(=O)N(c3ccc4c(c3)OCCO4)C2)c(OC)c1 (stereo not drawn),13%,0%,7%,-0.7,-10%,1,1%,-9%,-4%
COc1ccc(CCNC(=O)/C=C/c2ccc(OC)c(S(=O)(=O)N3CCOCC3)c2)cc1,29%,1%,-6%,-0.7,-15%,-5,-8%,3%,-8%
COCCN=C1Sc2nc3cc4c(cc3cc2CN1CC1CCCO1)OCO4 (stereo not drawn),-31%,-13%,-10%,0.4,5%,1,-12%,7%,1%
COc1ccc2c(c1)C=C(C(=O)OCc1cccnc1)CO2,11%,27µM*,-5%,-0.1,-10%,?,4%,-1%,-30%
O=C(NCc1ccc(F)cc1)C1CCCN(S(=O)(=O)c2ccc(-n3cnnn3)cc2)C1 (stereo not drawn),3%,-5%,5%,-0.1,8%,-8,4%,-3%,-8%
Cc1nn(-c2ccccc2)c(C)c1/C=N/n1cnnc1,8%,-4%,-1%,0.6,8%,-7,5%,-17%,-8%
COc1cccc(N/C(N)=N/c2nc(C)cc(=O)[nH]2)c1,6%,1%,-6%,-0.1,8%,3,1%,0%,8%
CSc1ccccc1NC(=O)CN(C)C(=O)/C=C/c1ccccc1,-19%,-15%,0%,0.4,-2%,-7,7%,-16%,3%
CCN1CCCC1CNC(=O)C(=O)NC (stereo not drawn),-21%,-2%,-5%,2.1,-8%,1,11%,3%,6%
O=C(Nc1ccc2c(c1)OCCO2)C1c2ccccc2OCC(=O)N1Cc1cccnc1 (stereo not drawn),-9%,-4%,-1%,0.1,-12%,0,16%,4%,-13%
COc1ccc(CCNC(=O)C2CCCN(S(C)(=O)=O)C2)cc1 (stereo not drawn),3%,-12%,-2%,1.5,-1%,-7,4%,-28%,5%
COc1ccc(NC(=O)COC(=O)CCC(=O)c2cccs2)cc1OC,8%,2%,-5%,-0.8,8%,1,-12%,-5%,2%
COc1ccc(-c2cc(C(F)F)n3ncc(C(=O)N4CCc5ccccc54)c3n2)cc1,-5%,6.7µM*,8%,-0.8,-18%,-8,-15%,-23%,5%
Cc1ccc(Sc2ccc(NC(=O)c3ccc(F)cc3)cc2C#N)cc1,11%,-2%,-5%,-0.4,2%,9,-15%,-19%,-12%
O=S1(=O)N[C@H](Cc2ccccc2)COc2cc(N3CCSCC3)ccc21,34%,-11%,8%,-0.2,2%,0,12%,18%,1%
O=C(Nc1ccc(S(=O)(=O)N2CCOCC2)cc1)c1cccnc1,9%,0%,1%,2.8,12%,1,0%,?,-7%
CN(C)c1ccc(/C=c2\sc3n(c2=O)CCCN=3)cc1,6%,8%,1%,0.1,11%,4,14%,-12%,-5%
C=CC(=O)OCCOCCOCCOCCOC(=O)C=C,-42%,-9%,7%,-0.1,-8%,3,0%,-43%,-1%
CCNC(=O)CC1SC(=Nc2ccc(C)cc2)NC1=O (stereo not drawn),-3%,-2%,0%,4.8,1%,0,6%,21%,-13%[57.1 µM]
Cc1ccc(/C=C2\CCn3c2nc2cc(C(=O)O)ccc2c3=O)c(C)c1,4%,-13%,6%,1.7,11%,?,7%,8%,1%[11.6 µM]
COc1cc(NC(=O)CSc2nnc3ccc(-c4ccncc4)nn23)cc(OC)c1,37%,-9%,-6%,0.5,-14%,-6,5%,-7%,0%
CC(C)C(NS(=O)(=O)c1cccc2nsnc12)C(=O)Nc1nccs1 (stereo not drawn),-18%,0%,2%,-0.9,1%,9,-3%,9%,-7%
Cc1cc(=O)oc2cc(OCC(=O)N(C)C3CCS(=O)(=O)C3)c(Cl)cc12 (stereo not drawn),24%,3%,4%,3.1,5%,8,13%,-5%,0%
Nc1sccc1C(=O)N1CCN(c2ccccc2)CC1,?,-23%,0%,-0.6,0%,?,8%,-6%,3%
CC(C)(C)OC(=O)C[C@@H]1C/C=C\C[C@H](CC(=O)N[C@H](CO)Cc2ccccc2)C(=O)N2CCC[C@H]2COC1=O,28%,-1%,-1%,1.2,29%,3,0%,-11%,11%
CCOC(=O)CCc1c(C)nc2cc(-c3ccccc3OC)[nH]n2c1=O,-7%,0%,0%,-3.4,2%,3,-11%,5%,4%
OC(c1cccc(Cl)c1)c1ncc(-c2ccc(Oc3ccccc3)cc2)[nH]1 (stereo not drawn),?,3%,?,-0.1,-5%,-6,-2%,12%,-5%
Cc1cc(C)c2c(CN3CC(C)OC(C)C3)cc(=O)oc2c1C (stereo not drawn),8%,-21%,7%,0.2,-12%,2,2%,20%,8%
Nc1cc(N)nc(SCc2cccc(F)c2)n1,-7%,2%,2%,0.3,0%,-3,-2%,-11%,14%
Cc1ccc(S(=O)(=O)NN=C2CCC(C(C)(C)C)CC2)cc1[N+](=O)[O-] (stereo not drawn),·,-25%,4%,2.0,-4%,3,2%,15%,-18%
COc1ccc(C2C(C(C)=O)=C(O)C(=O)N2c2ccc(Br)cn2)cc1 (stereo not drawn),-28%,-2%,0%,-0.3,5%,-7,7%,14%,9%
CCCCc1ccc(NC(=O)Nc2c(C)n(C)n(-c3ccccc3)c2=O)cc1,7%,-4%,-8%,-2.1,13%,8,10%,-4%,-6%
COc1ccc(C(=O)OCC(N)=O)cc1[N+](=O)[O-],25%,-18%,-10%,-1.8,-10%,3,10%,-9%,-3%
Cc1cccc2nc(-c3ccccc3)nc(N3CCC(O)(c4ccc(Cl)cc4)CC3)c12,?,-16%,-23%,1.3,-12%,9,4%,6%,-7%
COc1cc2c(cc1OC)C(c1cccs1)NCC2 (stereo not drawn),-6%,-3%,3%,-0.1,-13%,-4,-8%,17%,-24%[57.1 µM]
CCS(=O)(=O)c1ccc(C(=O)Nc2cccc(Cl)c2)c(Cl)c1Cl,-11%,0%,7%,0.3,-12%,5,3%,-2%,-17%

# Of the compounds above, these contain a tert-butyl group:
SMILES,FUS suppressor,PLK1 PBD block,aSyn rescue,IL-2 act,EPAC1 antag,PI5P4Ka inh,EPAC1 agonist,Abeta rescue,WRN inhibitor
CC(C)(C)OC(=O)C[C@@H]1C/C=C\C[C@H](CC(=O)N[C@H](CO)Cc2ccccc2)C(=O)N2CCC[C@H]2COC1=O,28%,-1%,-1%,1.2,29%,3,0%,-11%,11%
Cc1ccc(S(=O)(=O)NN=C2CCC(C(C)(C)C)CC2)cc1[N+](=O)[O-] (stereo not drawn),·,-25%,4%,2.0,-4%,3,2%,15%,-18%

# Remaining list, next part
SMILES,FUS suppressor,PLK1 PBD block,aSyn rescue,IL-2 act,EPAC1 antag,PI5P4Ka inh,EPAC1 agonist,Abeta rescue,WRN inhibitor
Cc1nn(CC(=O)Nc2ccc3c(c2)nc2n3CCN(C3CCCCC3)C2)c(=O)c2ccccc12,39%,-13%,-7%,1.0,-4%,4,9%,-16%,-15%
CSCCC(NC(N)=O)C(=O)Nc1cccc(C#N)c1 (stereo not drawn),-4%,-5%,-1%,0.4,4%,3,2%,-8%,-6%
O=C(COc1ccc(Br)cc1)Nc1ccc2oc(=O)ccc2c1,·,-2%,1%,1.2,11%,1,1%,5%,-11%
NS(=O)(=O)c1ccc(NC(=O)CN2CCc3ccccc3C2)cc1,36%,-7%,-3%,-3.1,18%,-2,1%,-12%,1%
c1ccc2c(c1)SCc1nnc(-c3ccncc3)n1-2,0%,?,9%,0.9,-13%,?,-7%,0%,-13%
COc1ccccc1COCC(O)CNCC1(N2CCCCC2)CCCCC1 (stereo not drawn),6%,-5%,1%,-3.4,-2%,0,-1%,-4%,14%
O=C(O)C1=C[C@H](c2cccs2)C[C@H](OCCCCO)O1,-4%,-10%,-3%,0.9,1%,0,9%,-1%,-12%
Cc1cc(C)nc(N/N=C/C=C/c2ccccc2)n1,·,-1%,-9%,-0.1,0%,2,9%,21%,-25%
